Bioassay records from PubChem BioAssay.
NSD2 inh = NSD2 (human) methyltransferase inhibition; O96028; inhibition, % at 12.5 µM; AID 743445; hit rate 0.54% among 310,000; NSD2 peptide methylation, AlphaScreen, 120 min; in the data active = inhibition above about 50%
Target sequence (O96028 whole entry, looked up): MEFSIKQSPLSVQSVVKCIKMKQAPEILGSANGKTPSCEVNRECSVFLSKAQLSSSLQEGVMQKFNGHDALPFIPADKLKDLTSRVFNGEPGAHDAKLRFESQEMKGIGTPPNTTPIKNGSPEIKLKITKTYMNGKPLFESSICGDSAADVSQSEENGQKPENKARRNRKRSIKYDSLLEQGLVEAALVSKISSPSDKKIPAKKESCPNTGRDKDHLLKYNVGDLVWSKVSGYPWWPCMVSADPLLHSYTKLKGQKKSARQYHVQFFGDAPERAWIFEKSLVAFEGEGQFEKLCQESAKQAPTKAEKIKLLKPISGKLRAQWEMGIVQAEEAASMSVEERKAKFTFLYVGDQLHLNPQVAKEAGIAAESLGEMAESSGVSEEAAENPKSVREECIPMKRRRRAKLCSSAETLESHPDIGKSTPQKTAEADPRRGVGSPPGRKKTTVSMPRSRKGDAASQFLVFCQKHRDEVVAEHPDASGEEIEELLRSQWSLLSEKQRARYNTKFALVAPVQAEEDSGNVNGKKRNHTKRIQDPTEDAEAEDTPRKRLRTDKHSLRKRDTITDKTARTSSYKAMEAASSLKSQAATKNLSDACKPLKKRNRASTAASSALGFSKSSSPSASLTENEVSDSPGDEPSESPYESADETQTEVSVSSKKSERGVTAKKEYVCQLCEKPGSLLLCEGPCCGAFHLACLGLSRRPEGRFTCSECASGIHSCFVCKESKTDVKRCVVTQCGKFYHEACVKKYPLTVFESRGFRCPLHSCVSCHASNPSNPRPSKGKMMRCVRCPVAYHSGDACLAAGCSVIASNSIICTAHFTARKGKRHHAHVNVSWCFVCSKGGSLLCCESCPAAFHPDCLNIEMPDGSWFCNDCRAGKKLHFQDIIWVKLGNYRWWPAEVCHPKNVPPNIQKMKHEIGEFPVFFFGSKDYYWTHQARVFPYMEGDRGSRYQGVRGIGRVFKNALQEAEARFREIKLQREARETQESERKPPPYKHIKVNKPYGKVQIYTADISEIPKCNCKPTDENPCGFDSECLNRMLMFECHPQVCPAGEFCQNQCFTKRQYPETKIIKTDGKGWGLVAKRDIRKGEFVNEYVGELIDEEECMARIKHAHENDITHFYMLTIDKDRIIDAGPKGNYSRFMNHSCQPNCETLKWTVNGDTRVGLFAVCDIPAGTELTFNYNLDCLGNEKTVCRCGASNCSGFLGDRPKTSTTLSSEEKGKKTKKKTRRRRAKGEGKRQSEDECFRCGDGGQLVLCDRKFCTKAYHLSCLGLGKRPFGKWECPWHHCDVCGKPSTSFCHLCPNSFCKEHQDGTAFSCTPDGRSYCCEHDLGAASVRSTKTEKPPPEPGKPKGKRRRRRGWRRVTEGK
The depositor's hits bear a star. These rows are one share of the data; count on the stated rates, not on these rows.

Start of the data: the first two compounds, to show the layout:
SMILES	NSD2 inh
CC(=O)c1cccc(-c2ccnc3c2CC(C(=O)Nc2cccc(Oc4ccccc4)c2)O3)c1 (stereo unspecified)	2
O=C1C(NC(=O)N2c3ccccc3C=Cc3ccccc32)CCCCN1Cc1ccc(Cl)cc1 (stereo unspecified)	0

Main list, from the first entry:
SMILES	NSD2 inh
CC(=O)c1cccc(-c2ccnc3c2CC(C(=O)Nc2cccc(Oc4ccccc4)c2)O3)c1 (stereo unspecified)	2
O=C1C(NC(=O)N2c3ccccc3C=Cc3ccccc32)CCCCN1Cc1ccc(Cl)cc1 (stereo unspecified)	0
CCOc1ccccc1NC(=O)NNC(=O)CCn1nc(C)c([N+](=O)[O-])c1C	0
COc1ccc2nc(NC(=O)c3cccs3)sc2c1	-4
Cc1ccccc1N1CCN(C2=Nc3ccccc3Sc3ccccc32)CC1	-2
CC1(C(=O)NCc2cccc3ccccc23)CCN1Cc1cc2ccccc2o1 (stereo unspecified)	0
COc1cccc(CN2CCN(S(=O)(=O)c3ccccc3)CC2)c1OC	-1
Cc1ccccc1S(=O)(=O)N1CCCc2nc(C)c(C)cc21	-2
O=C1c2cccc3cccc(c23)C(=O)N1CCN1CCN(C(=S)Nc2ccc(F)cc2)CC1	-2
O=C(O)CC1CC(O)CCC1=O (stereo unspecified)	2
COCCNC(=O)C1(C)CCN(C(=O)c2cc(C(C)(C)C)nn2C)C1 (stereo unspecified)	-3
CN(c1cccnc1)c1ccc(NC(=O)Cc2c[nH]c3ccccc23)cc1Br	5
Cc1noc(C)c1C(=O)N1CCC1(C)C(=O)NS(=O)(=O)c1ccc(F)cc1F (stereo unspecified)	1
COc1ccc(CN2CCNC(=O)C2CC(=O)N(C)C2CCCCC2)cc1OC (stereo unspecified)	1
COc1ccc(CC(=O)O/N=C(\N)c2ccncc2)cc1OC	-3
O=c1[nH]c2ccc(S(=O)(=O)N3CCCC3)cc2o1	0
CC(=O)N1c2ccc(N=Cc3cc(Br)cc(Br)c3O)cc2CC1C (stereo unspecified)	6
CCc1nc2c(OCc3ccc(Cl)cc3)cccn2c1N(C=O)Cc1ccc(OC)cc1	-2
O=C(CN1C(=O)NC2(CCc3ccccc32)C1=O)Nc1cc(C(F)(F)F)ccc1N1CCOCC1 (stereo unspecified)	5
O=C(COC(=O)Cc1ccc(Cl)c(Cl)c1)NCCc1ccccc1	-3
CN(CC(=O)Nc1ccc(Cl)c(Cl)c1)C(=O)c1ccccc1SCC(=O)N1CCCC1	-5
CC(C)c1cc(C(C)C)c(S(=O)(=O)N2CCC(C(=O)NCc3cccs3)CC2)c(C(C)C)c1	-3
O=C(Nc1ccccc1)Nc1scc2c1c(=O)oc1ccccc12	-2
CCOCCOC(=O)COc1ccc(N2C(=O)c3ccccc3C2=O)cc1	-2
Cc1c(NC(=O)c2cccc(NC(=O)C(C)Oc3ccccc3)c2)c(=O)n(-c2ccccc2)n1C (stereo unspecified)	5

Going on with the list.
SMILES	NSD2 inh
COC(=O)c1cc(=O)nc(NN=C2CCCCC2)s1	2
CC(C)CC(N)c1csc(Nc2ccc(S(C)(=O)=O)cc2)n1 (stereo unspecified)	1
CCC(=O)N1CCC1(C)C(=O)Nc1ccccc1 (stereo unspecified)	0
CCCS(=O)(=O)NC(=O)C1(C)CCN(C(=O)c2cc(C(C)(C)C)nn2C)C1 (stereo unspecified)	-1
COc1ccc2c(c1)C[C@@H]1CC(C)(C)CN1S2(=O)=O	-5
CCc1nc2ccc(C(=O)Nc3ccc4c(c3)OCC(=O)N4)cn2c1N(C)C(=O)C1CCCCC1	1
CCNc1c([N+](=O)[O-])c(=O)n(CC)c2ccccc12	-1
COc1cc(-c2cc(NC=O)c3ncc(-c4ccc(C(C)=O)cc4)n3c2)ccc1O	-2
O=C(O)COCC(=O)Nc1ccc(Oc2ncnc3cc(Cl)ccc23)nc1	-7
COc1ccc(-c2ccc(C(=O)NCCN(C)C)c3occc23)c(C)c1	11
O=C(Nc1cc(Cl)ncn1)c1ccccc1	15
CC(C)C(=O)N1CCCC1(C)C(=O)Nc1cccc(Oc2ccccc2)c1 (stereo unspecified)	-2
COc1ccc(-c2csc(C(O)c3cccc(OC)c3)n2)cc1 (stereo unspecified)	-3
CC(=O)Nc1cccc(Oc2nc(NCC3CC3)nc3ccsc23)c1	-1
COc1ccccc1C(=O)NC(=O)COC(=O)c1cnccn1	0
COc1ccc(NC(=O)C2Cc3c(-c4cccc(F)c4)ccnc3O2)cc1OC (stereo unspecified)	3
O=C1/C(=C/c2cccnc2)SC(=S)N1Nc1ccccc1	-1
CC1(C(=O)NCC2CC2)Cc2c(-c3ccc4c(c3)OCO4)ccnc2O1 (stereo unspecified)	-3
O=C(NCc1cc(Cl)cc(Cl)c1)c1ccc2sc([C@H]3C[C@H](O)[C@@H](CO)O3)nc2c1	1
COc1ccc(C(O)c2ncc(-c3ccccc3OC)[nH]2)cc1F (stereo unspecified)	2
CC1(C(=O)NCc2ccccn2)CCN1C(=O)Cc1ccc(Cl)cc1Cl (stereo unspecified)	-1
COc1cc2cc(-c3ccc(OC)c(OC)c3C)nc(N)c2cc1OC	7
O=CN1c2ccccc2CSc2ccccc21	-3
CCOc1ccc(-n2c(COc3ccc(C)cc3)nnc2SCC(=O)Nc2ccc(F)c(F)c2)cc1	-3
COc1ccc(CC(N)c2csc(NC(=O)Nc3ccccc3C(C)(C)C)n2)cc1 (stereo unspecified)	5

Arranged by molar mass (rising): some entries from above.
SMILES	NSD2 inh
O=C(Nc1cc(Cl)ncn1)c1ccccc1	15
O=CN1c2ccccc2CSc2ccccc21	-3
CCC(=O)N1CCC1(C)C(=O)Nc1ccccc1 (stereo unspecified)	0
O=c1[nH]c2ccc(S(=O)(=O)N3CCCC3)cc2o1	0
COC(=O)c1cc(=O)nc(NN=C2CCCCC2)s1	2
O=C1/C(=C/c2cccnc2)SC(=S)N1Nc1ccccc1	-1
COc1ccc(CC(=O)O/N=C(\N)c2ccncc2)cc1OC	-3
CC(C)CC(N)c1csc(Nc2ccc(S(C)(=O)=O)cc2)n1 (stereo unspecified)	1
COc1ccc(-c2ccc(C(=O)NCCN(C)C)c3occc23)c(C)c1	11
CC(=O)Nc1cccc(Oc2nc(NCC3CC3)nc3ccsc23)c1	-1
O=C(COC(=O)Cc1ccc(Cl)c(Cl)c1)NCCc1ccccc1	-3
Cc1ccccc1N1CCN(C2=Nc3ccccc3Sc3ccccc32)CC1	-2
CCOc1ccccc1NC(=O)NNC(=O)CCn1nc(C)c([N+](=O)[O-])c1C	0
COc1cc(-c2cc(NC=O)c3ncc(-c4ccc(C(C)=O)cc4)n3c2)ccc1O	-2
COc1ccc(CN2CCNC(=O)C2CC(=O)N(C)C2CCCCC2)cc1OC (stereo unspecified)	1
CC(=O)N1c2ccc(N=Cc3cc(Br)cc(Br)c3O)cc2CC1C (stereo unspecified)	6
Cc1c(NC(=O)c2cccc(NC(=O)C(C)Oc3ccccc3)c2)c(=O)n(-c2ccccc2)n1C (stereo unspecified)	5
CCc1nc2ccc(C(=O)Nc3ccc4c(c3)OCC(=O)N4)cn2c1N(C)C(=O)C1CCCCC1	1
O=C(CN1C(=O)NC2(CCc3ccccc32)C1=O)Nc1cc(C(F)(F)F)ccc1N1CCOCC1 (stereo unspecified)	5

(listing goes on)
SMILES	NSD2 inh
CCCCC(=O)N(C)c1c(CC)nc2c(OCC(=O)N3CCOCC3)cccn12	-2
O=S(=O)(c1sccc1Br)n1c(CN2CCOCC2)nc2ccccc21	1
OCC1OC(n2cnc3ncccc32)C(O)C1O (stereo unspecified)	-1
CCN(CC)C(=O)c1cccc(-c2csc(C(C)(NC(C)=O)c3ccc(OC)cc3)n2)c1 (stereo unspecified)	3
Cc1ccccc1CN1CC2=C(CCN(Cc3ccccc3)C2=O)N2CCN=C12	1
Cc1ccc(F)cc1-c1nc(NC(C)C)nc2cc(-c3ccccc3)sc12	0
COc1cccc(-c2nnc(SCc3cc(C)ccc3C)n2Cc2ccco2)c1	0
CN(C(=O)COC(=O)/C=C/c1ccccc1)C1CCS(=O)(=O)C1 (stereo unspecified)	0
CC(C)NC(=O)C1(C)CN(S(C)(=O)=O)CC(=O)N1CCc1ccccc1F (stereo unspecified)	23
Cc1nn(-c2ccccc2)c(Cl)c1/C=N/NC(=O)c1ccc(NS(=O)(=O)c2cccs2)cc1	-6
COCc1cc(N2CCN(C(=O)OC(C)(C)C)C[C@@H]2C)ccc1N1CCS(=O)(=O)CC1	1
CCC(=O)N1CCN(c2ccc(NC(=O)c3ccc(-c4ccccc4)cc3)cc2)CC1	0
CCCc1ccc(S(=O)(=O)N2CCN(C(=O)CN3C(=O)NC(C)(C4CC4)C3=O)CC2)cc1 (stereo unspecified)	2
c1ccc2c(c1)CSc1ccccc1N2	40
Brc1ccc(-c2nn3c(-c4ccccc4)nnc3s2)o1	3
Cc1ccccc1S(=O)(=O)NC(=O)C1(C)CCN1C(=O)c1ccccc1CCc1ccccc1 (stereo unspecified)	-4
COc1cccc(N2C(=O)C3NN=C(C(=O)CN4C(=O)c5ccccc5C4=O)C3C2=O)c1 (stereo unspecified)	25
CCc1nc2ccc(C(=O)NCc3ccc(OC)cc3)cn2c1N(CC)Cc1cccc(Br)c1	0
CCCC(=O)N1CCC1(C)C(=O)NS(=O)(=O)c1ccc(F)cc1F (stereo unspecified)	23
c1ccc(N=C2SCCCS2)cc1	-1
CC(C)Cc1ccc(-c2cc3nc(NCc4cccc(Cl)c4)ccn3n2)cc1	1
COc1ccc(N2CCN(CCNS(=O)(=O)c3ccc(Br)s3)CC2)cc1	8
CCc1ccc(C(=O)OCC(=O)Nc2c(C)n(C)n(-c3ccccc3)c2=O)cc1	3
O=C1CCN(CCCN2CCC(=O)NC2=S)C(=S)N1	2
COc1ccc(-c2nnc(SCC(=O)N/N=C(\C)c3ccc(-c4ccccc4)cc3)n2-c2ccc(C)cc2)cc1	5

Continuation.
SMILES	NSD2 inh
COc1cc(NC(=O)C2(C)CCN2C(=O)C(C)C)cc(OC)c1OC (stereo unspecified)	0
Cc1nc(C(F)(F)F)ccc1C(=O)N1CCC1(C)C(=O)NS(=O)(=O)c1ccccc1 (stereo unspecified)	0
CCCC(=O)N1CCC1(C)C(=O)Nc1cccc(F)c1 (stereo unspecified)	9
CCN(CC)c1ccc(/C=C2\SC(=O)N(C(C)C)C2=O)o1	0
COc1cc(NC(=O)C2CCCN(S(=O)(=O)c3cc(OC)ccc3OC)C2)cc(OC)c1 (stereo unspecified)	-2
O=[N+]([O-])c1ccc2oc(/C=C/c3ccc(O)cc3)nc2c1	-2
Cc1noc(NS(=O)(=O)c2ccc(NC(=O)/C=C/c3ccc(Cl)cc3Cl)cc2)c1C	2
O=C(CCCCCN1C(=O)C2C3C=CC(C3)C2C1=O)Nc1ccccn1 (stereo unspecified)	-4
CCCNC(=O)C1(C)CCCN(C(=O)Cc2cccc(OC)c2)C1 (stereo unspecified)	3
O=C(COC(=O)c1cc(S(=O)(=O)N2CCOCC2)ccc1Cl)Nc1ccc(Cl)cn1	0
CC1(C)Oc2ccc(C(=O)NCCCN3CCCC3)cc2NC1=O	4
c1cc2cc(CNc3nc(NCC4CC4)nc4ccsc34)ccc2o1	15
CCCC1CCC2(CCCN2CCOC(=O)Nc2ccc(F)cc2)CC1 (stereo unspecified)	-1
CN(C)c1ncnc2c1ncn2[C@H]1CN(Cc2ccc3c(c2)OCO3)C[C@@H](CO)O1	-2
CC(C)C(N)c1csc(Nc2ccc(C(=O)NCCCO)cn2)n1 (stereo unspecified)	1
O=S(=O)(c1ccccc1)N1CCCc2nc(-c3ccc(F)cc3)ccc21	-1
O=C(CN1CCN(Cc2ccc(Cl)cc2)CC1)N/N=C/c1cccc(F)c1	14
CCOc1ccc(-n2c(SCC(=O)c3ccc4ccccc4c3)nnc2-c2cccc(Cl)c2)cc1	-4
COc1ccc(Cl)cc1-c1cc(C(=O)NCc2ccco2)[nH]n1	2
O=C(OCc1cn(Cc2ccc(F)cc2F)nn1)N1CCCC1	11
COc1cc2ccc(C(=O)O)cc2cc1OC	-1
COc1ccc(OC)c(S(=O)(=O)NC(=O)C2(C)CCN2C(=O)CC2CCCC2)c1 (stereo unspecified)	-2
Cc1ccc(-c2cc(-c3nnc(SCC(=O)Nc4ccc(OCc5ccccc5)cc4)n3N)[nH]n2)cc1	-8
NC(Cc1ccc(F)cc1)c1csc(Nc2nncc3ccccc23)n1 (stereo unspecified)	-3
CCC(c1ccccc1)c1nnc(NC(=O)c2ccco2)s1 (stereo unspecified)	-1

Following part
SMILES	NSD2 inh
CNc1cncc(-c2ccc(OC)c(OC)c2)n1	8
COC(=NC(C)C)NC(C)C	-1
O=C(Nc1ccc(N2C(=O)CC3(CCCCC3)C2=O)c(Cl)c1)c1ccccn1	0
[O-][n+]1ccc(CC(O)(C(F)(F)F)C(F)(F)F)cc1	-7
NC(Cc1ccc(C(F)(F)F)cc1)c1csc(NC(=O)Nc2ccccc2Cc2ccccc2)n1 (stereo unspecified)	0
COc1ccc(-c2noc([C@@H]3O[C@H](CO)[C@H](O)[C@H](O)[C@H]3O)n2)cc1OC	0
O=C(CCS(=O)(=O)c1ccccc1)Nc1ccc(F)cc1F	-1
c1ccc(Nc2nnc(-c3ccc4c(c3)OCO4)o2)cc1	-1
O=C(c1ccc(Cl)cc1)N1CCN(c2ccccn2)CC1	-2
O=C(Nc1ccccc1)c1cc(C2CCCCN2C(=O)CCCc2ccccc2)on1 (stereo unspecified)	-1
Cc1ccc(SCc2c(C(=O)N/N=C/c3ccc(C)o3)nnn2-c2nonc2N)cc1	0
COc1ccc(C(C)(O)c2nc(-c3ccncc3)cs2)cc1 (stereo unspecified)	7
NC(=O)c1cccc(-c2cnc3c(Nc4cccc(OC(F)(F)C(F)F)c4)nccn23)c1	16
CSc1nccc(Oc2ccccc2Cl)n1	1
COCCNc1nnc(SCC(=O)c2cc(C)n(C3CC3)c2C)s1	1
Cc1ccc2nc(-c3ccc(Br)cc3)cc(C(=O)NCC3CCCO3)c2c1 (stereo unspecified)	-1
CCc1nc2c(OCc3cc(Cl)cc(Cl)c3)cccn2c1N(C)C(=O)c1ccc(C)cc1	8
O=C(/C=C/c1cccc([N+](=O)[O-])c1)OCC(=O)N1CCCCC1	-1
CC(=O)c1ccc(Nc2nc(C(N)c3ccccc3Cl)cs2)cc1 (stereo unspecified)	2
CCOc1ccc(S(=O)(=O)Nc2ccc3c(c2)c2c(n3S(=O)(=O)c3ccc(OCC)cc3)CCCC2=O)cc1	-1
